CCR6 antag: blocks CCL20-driven beta-arrestin recruitment at human CCR6. P51684. CHO-K1 CCR6 PathHunter beta-arrestin, luminescence, CCL20-stimulated. inhibition, % at 20 µM. 340,000 tested, 0.49% active. AID 493098;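 active = compounds whose inhibition of the agonist-driven luminescence signal at 20 µM reaches about 50%, limit read from the data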;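 note: cells stimulated with CCL20 at 14 nM final; plate controls were DMSO with CCL20 for no effect and DMSO without agonist for full effect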
697 NFkB inh: inhibitors of the PMA/ionomycin-induced NF-kB reporter in 697 B cells; 697 B-cell NF-kB luciferase reporter, 16 h; 330,000 tested, 0.33% active; inhibition, % at 4 µM; AID 435022; in the data active = inhibition above about 35%
CXCR6 inh: CXCR6 (human) receptor inhibition. O00574. CHO-K1 PathHunter CXCR6 beta-arrestin, luminescence. inhibition, % at 20 µM. 360,000 tested, 0.36% active. AID 602244; in the data active = inhibition above about 34%, passing the limit was not always enough;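 note: antagonist mode with CXCL16 agonist at 10 nM final; 0% = 10 nM CXCL16 with DMSO and 100% = unstimulated wells without agonist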
Target sequence (O00574 whole entry, looked up): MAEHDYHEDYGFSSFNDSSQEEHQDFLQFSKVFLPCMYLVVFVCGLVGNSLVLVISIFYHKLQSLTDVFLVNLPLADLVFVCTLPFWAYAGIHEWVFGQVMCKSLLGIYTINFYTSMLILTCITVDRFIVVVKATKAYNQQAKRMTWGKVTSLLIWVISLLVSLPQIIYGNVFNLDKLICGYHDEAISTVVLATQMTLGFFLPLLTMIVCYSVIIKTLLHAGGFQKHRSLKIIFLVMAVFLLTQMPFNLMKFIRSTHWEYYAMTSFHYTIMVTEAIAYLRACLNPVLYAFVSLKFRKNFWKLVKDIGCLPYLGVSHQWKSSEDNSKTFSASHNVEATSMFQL
EBI2 block: antagonists of human EBI2 receptor; 360,000 tested, 0.81% active; P32249; inhibition, % at 5 µM; EBI2 beta-arrestin recruitment, luminescence, 7a,25-OHC stimulated; in the data active = inhibition above about 38%;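 note: enzyme fragment complementation signal reports receptor beta-arrestin coupling in cells; 0% = agonist plus DMSO wells and 100% = wells without agonist; some results beyond the cut were filed as inactive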
Target sequence (P32249 whole entry, looked up, the tested form may be a part): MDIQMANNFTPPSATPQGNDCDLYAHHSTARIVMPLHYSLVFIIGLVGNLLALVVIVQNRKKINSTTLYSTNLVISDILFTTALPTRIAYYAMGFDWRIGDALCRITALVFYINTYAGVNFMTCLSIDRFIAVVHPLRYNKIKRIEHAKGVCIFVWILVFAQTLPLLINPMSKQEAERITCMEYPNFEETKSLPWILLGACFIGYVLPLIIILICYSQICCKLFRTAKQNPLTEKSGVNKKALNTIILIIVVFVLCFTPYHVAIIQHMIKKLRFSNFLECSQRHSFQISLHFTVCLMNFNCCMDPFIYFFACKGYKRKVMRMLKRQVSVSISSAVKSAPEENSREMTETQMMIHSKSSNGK
UBC13 polyUb: blocks human UBC13 polyubiquitin chain formation; P61088; TR-FRET; inhibition, % at 20 µM; 330,000 tested, 0.47% active; in the data active = inhibition above about 45%, passing the limit was not always enough
Target sequence (P61088 whole entry, looked up): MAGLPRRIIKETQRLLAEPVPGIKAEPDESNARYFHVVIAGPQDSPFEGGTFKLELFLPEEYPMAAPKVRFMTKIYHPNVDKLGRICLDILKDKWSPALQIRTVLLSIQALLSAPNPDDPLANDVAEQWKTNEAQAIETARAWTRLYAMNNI
APJ antagonist: blocks the human apelin receptor APJ; P35414; 330,000 tested, 0.32% active; inhibition, % at 20 µM; CHO-K1 APJ beta-arrestin complementation, luminescence;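 active = inhibition above about 40% at 20 µM, limit read from the data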;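 note: cells challenged with 10 nM apelin-13 agonist together with compound; plate controls were apelin-13 plus DMSO wells for no effect and DMSO wells lacking apelin-13 for full effect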
Gli-Sufu antag: blocks Gli-Sufu signaling in a luciferase reporter; Sufu-KO-LIGHT fibroblasts, Gli luciferase reporter luminescence; inhibition, % at 5 µM; 340,000 tested, 0.74% active;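 active = inhibition above about 55%, limit read from the data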;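 note: 0% = DMSO-treated cells and 100% = wells with medium but no cells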
Jurkat NFkB inh: inhibitors of the PMA/ionomycin-induced NF-kB reporter in Jurkat cells | AID 435003 | inhibition, % at 4 µM | PMA/ionomycin-induced NF-kB luciferase reporter, luminescence | 330,000 tested, 0.53% active; in the data active = inhibition above about 50%
Active calls of the source: *. Compounds were not picked by outcome; about 3% have a hit in one of these screens.

Screening CCCCN(CC)Cc1ccc(CNC(=O)Nc2ccccc2)o1 returned CCR6 antag -1, 697 NFkB inh 12, CXCR6 inh 6, EBI2 block -3, UBC13 polyUb 12, APJ antagonist 21, Gli-Sufu antag 7 and Jurkat NFkB inh -13.
For CCc1nc2ccc(Cc3ccc4nc(CC)[nH]c4c3)cc2[nH]1 the results were CCR6 antag 14, 697 NFkB inh -28, CXCR6 inh -3, EBI2 block 10, UBC13 polyUb 9, APJ antagonist -23, Gli-Sufu antag -6 and Jurkat NFkB inh 11.
Screening CCCn1c(-c2cccs2)nc2ccccc21 returned CCR6 antag 7, 697 NFkB inh -20, CXCR6 inh -1, EBI2 block 0, UBC13 polyUb 6, APJ antagonist 8, Gli-Sufu antag -20 and Jurkat NFkB inh -10.
`CNc1cc(CSC)nc(SCc2ccc(Cl)c(Cl)c2)n1` gave CCR6 antag 14, 697 NFkB inh 12, CXCR6 inh 1, EBI2 block 11, UBC13 polyUb 8, APJ antagonist 12, Gli-Sufu antag -3 and Jurkat NFkB inh 10.
For CCN(CC)S(=O)(=O)c1ccc2[nH]c(=O)cc(C(=O)Nc3ccccc3N3CCCC3)c2c1 the results were CCR6 antag 19, 697 NFkB inh 3, CXCR6 inh 2, EBI2 block 0, UBC13 polyUb -5, APJ antagonist -37, Gli-Sufu antag -8 and Jurkat NFkB inh 4.
For COc1ccc(C)cc1S(=O)(=O)N(CC(=O)N1CCOCC1)Cc1ccccc1 the results were CCR6 antag -6, 697 NFkB inh 10, CXCR6 inh 2, EBI2 block -10, UBC13 polyUb 1, APJ antagonist 9, Gli-Sufu antag -7 and Jurkat NFkB inh 10.
For O=C1C=C(c2ccc(O)cc2)C[C@@H](c2ccc3c(c2)OCO3)C1 the results were CCR6 antag 18, 697 NFkB inh 1, CXCR6 inh 6, EBI2 block 16, UBC13 polyUb 5, APJ antagonist 0, Gli-Sufu antag -3 and Jurkat NFkB inh -1.
Screening Cc1ccccc1CN1C[C@@H]2C[C@@H](c3cnc(N4CCOCC4)s3)N3CCC[C@@]23C1=O returned CCR6 antag 4, 697 NFkB inh -15, CXCR6 inh -2, EBI2 block 6, UBC13 polyUb -19, APJ antagonist -15, Gli-Sufu antag 3 and Jurkat NFkB inh -9.
`CCc1ccc(NC(=O)C(=O)c2cn(CC(=O)N3CCCCC3)c3ccccc23)cc1` gave CCR6 antag 14, 697 NFkB inh -18, CXCR6 inh 9, EBI2 block 5, UBC13 polyUb 5, APJ antagonist 0, Gli-Sufu antag 1 and Jurkat NFkB inh -15.
`[S-]C(=Nc1ccc(Cl)cc1)N[n+]1ccccc1` gave CCR6 antag 12, 697 NFkB inh -32, CXCR6 inh -2, EBI2 block 5, UBC13 polyUb -10, APJ antagonist 12, Gli-Sufu antag -12 and Jurkat NFkB inh -10.

Fetched by structure from above, four records:
For CCc1nc2ccc(Cc3ccc4nc(CC)[nH]c4c3)cc2[nH]1 the results were CCR6 antag 14, 697 NFkB inh -28, CXCR6 inh -3, EBI2 block 10, UBC13 polyUb 9, APJ antagonist -23, Gli-Sufu antag -6 and Jurkat NFkB inh 11.
Screening CCCCN(CC)Cc1ccc(CNC(=O)Nc2ccccc2)o1 returned CCR6 antag -1, 697 NFkB inh 12, CXCR6 inh 6, EBI2 block -3, UBC13 polyUb 12, APJ antagonist 21, Gli-Sufu antag 7 and Jurkat NFkB inh -13.
Screening CCCn1c(-c2cccs2)nc2ccccc21 returned CCR6 antag 7, 697 NFkB inh -20, CXCR6 inh -1, EBI2 block 0, UBC13 polyUb 6, APJ antagonist 8, Gli-Sufu antag -20 and Jurkat NFkB inh -10.
For COc1ccc(C)cc1S(=O)(=O)N(CC(=O)N1CCOCC1)Cc1ccccc1 the results were CCR6 antag -6, 697 NFkB inh 10, CXCR6 inh 2, EBI2 block -10, UBC13 polyUb 1, APJ antagonist 9, Gli-Sufu antag -7 and Jurkat NFkB inh 10.

(next part)
O=C(Cn1cc(SCc2ccc(F)cc2)c2ccccc21)N1CCOCC1 was read as CCR6 antag 9, 697 NFkB inh -25, CXCR6 inh 3, EBI2 block 3, UBC13 polyUb 10, APJ antagonist 3, Gli-Sufu antag -25 and Jurkat NFkB inh -16.
For NNC(=S)NCc1cccnc1 the results were CCR6 antag 9, 697 NFkB inh -13, CXCR6 inh -4, EBI2 block -9, UBC13 polyUb 7, APJ antagonist 11, Gli-Sufu antag -3 and Jurkat NFkB inh -9.
Screening CCOC(=O)CN1C(=O)/C(=C/c2ccc(Cl)cc2)Oc2ccccc21 returned CCR6 antag -1, 697 NFkB inh 1, CXCR6 inh 1, EBI2 block 9, UBC13 polyUb 20, APJ antagonist -11, Gli-Sufu antag 7 and Jurkat NFkB inh -4.
Screening Cc1c(Cl)cccc1NC(=S)Nc1ccc(S(=O)(=O)Nc2ncccn2)cc1 returned CCR6 antag 4, 697 NFkB inh 3, CXCR6 inh 1, EBI2 block -2, UBC13 polyUb -16, APJ antagonist 6, Gli-Sufu antag 2 and Jurkat NFkB inh -15.
`Cc1ccc(-n2c(=O)cc(N3CCN(C(=O)c4ccco4)CC3)[nH]c2=O)cc1` gave CCR6 antag 4, 697 NFkB inh 8, CXCR6 inh -3, EBI2 block -2, UBC13 polyUb 0, APJ antagonist 0, Gli-Sufu antag 0 and Jurkat NFkB inh 5.
O=Nc1c2cc(-c3ccccc3)[nH]nc-2c2ccccc12 was read as CCR6 antag 16, CXCR6 inh 2, EBI2 block -6 and Gli-Sufu antag -62.
Screening CCOc1cccc(C(=O)Nc2ccc(N3CCN(S(C)(=O)=O)CC3)cc2)c1 returned CCR6 antag 4, 697 NFkB inh -4, CXCR6 inh 0, EBI2 block 3, UBC13 polyUb -1, APJ antagonist 13, Gli-Sufu antag -32 and Jurkat NFkB inh 3.
COc1ccc(NC(=O)Cn2cnc3sc(C)c(S(=O)(=O)N4CCOCC4)c3c2=O)cc1Cl was read as CCR6 antag 5, 697 NFkB inh -8, CXCR6 inh 6, EBI2 block -9, UBC13 polyUb -2, APJ antagonist -26, Gli-Sufu antag -15 and Jurkat NFkB inh -21.
Screening CCN(CC)c1ccc(/C=N/n2nnnc2N)c(O)c1 returned CCR6 antag -8, 697 NFkB inh 2, CXCR6 inh 3, EBI2 block 9, UBC13 polyUb 2, APJ antagonist -1, Gli-Sufu antag -28 and Jurkat NFkB inh 24.
CCCOc1c(OC)cc(Cl)cc1C1NC(=O)NC(C)=C1C(=O)NCc1ccccc1 (centres undefined) was read as CCR6 antag -2, 697 NFkB inh 3, CXCR6 inh 12, EBI2 block 1, UBC13 polyUb 8, APJ antagonist 17, Gli-Sufu antag 4 and Jurkat NFkB inh -5.
For Cn1cnc([N+](=O)[O-])c1S(=O)(=O)Nc1ccccc1 the results were CCR6 antag 4, CXCR6 inh 11, EBI2 block 2 and Gli-Sufu antag -1.
Screening COc1ccc(C(=O)N(CCCO)C(C)C(=O)NC2CCCCC2)cc1OC (centres undefined) returned CCR6 antag -6, 697 NFkB inh 5, CXCR6 inh -4, EBI2 block 1, UBC13 polyUb 5, APJ antagonist 15, Gli-Sufu antag -3 and Jurkat NFkB inh 5.
CCN1CCN(C(=S)NCCc2ccccc2)CC1 was read as CCR6 antag -13, 697 NFkB inh 2, CXCR6 inh -8, EBI2 block -11, UBC13 polyUb 2, APJ antagonist -5, Gli-Sufu antag -12 and Jurkat NFkB inh -13.
Screening COc1ccc2[nH]c3c(c2c1)CCN1C(=O)C(CC(=O)NCc2ccco2)C[C@H](C(=O)N2CCOCC2)[C@@]31CCC1CCCC1 (some centres undefined) returned CCR6 antag 33, 697 NFkB inh 4, CXCR6 inh 6, EBI2 block -4 and Gli-Sufu antag 6.
O=C(Nc1ccc(C(=O)N2CCCCC2)cc1)c1ccc(Br)cc1 was read as CCR6 antag -14, 697 NFkB inh 12, CXCR6 inh -5, EBI2 block 2, UBC13 polyUb 2, APJ antagonist -10, Gli-Sufu antag 11 and Jurkat NFkB inh -13.
Screening COc1ccc(OC)c(S(=O)(=O)N/N=C\c2ccc3c(c2)OCO3)c1 returned CCR6 antag 12, 697 NFkB inh -25, CXCR6 inh 1, EBI2 block 0, UBC13 polyUb -17, APJ antagonist -1, Gli-Sufu antag -31 and Jurkat NFkB inh -28.
CCCCc1nnc(NC(=O)COC)s1 was read as CCR6 antag -8, 697 NFkB inh 2, CXCR6 inh -2, EBI2 block 7, UBC13 polyUb 1, APJ antagonist 7, Gli-Sufu antag -6 and Jurkat NFkB inh -9.
Screening Clc1cccc(OCCn2ccnc2)c1 returned CCR6 antag -1, 697 NFkB inh -13, CXCR6 inh 3, EBI2 block -15, UBC13 polyUb -1, APJ antagonist -1, Gli-Sufu antag -22 and Jurkat NFkB inh -5.
Nc1nccnc1C(=O)OCC(=O)Nc1cccc(S(=O)(=O)N2CCCCC2)c1 was read as CCR6 antag -3, 697 NFkB inh 0, CXCR6 inh -8, EBI2 block -4, UBC13 polyUb -6, APJ antagonist 0, Gli-Sufu antag -4 and Jurkat NFkB inh -10.
Screening CC(C)(O)C#Cc1ccc(CN2CCN(Cc3ccsc3)C(CCO)C2)cc1 (centres undefined) returned CCR6 antag 19, 697 NFkB inh 11, CXCR6 inh -4, EBI2 block 5, UBC13 polyUb -6, APJ antagonist 7, Gli-Sufu antag 34 and Jurkat NFkB inh 9.
Screening O=C(CSc1ccccc1[N+](=O)[O-])NC1CCS(=O)(=O)C1 (centres undefined) returned CCR6 antag 17, 697 NFkB inh 18, CXCR6 inh 1, EBI2 block -6, UBC13 polyUb -3, APJ antagonist 7, Gli-Sufu antag -9 and Jurkat NFkB inh 18.
Screening CCC(CC)c1nc2ccccc2c(=O)[nH]1 returned CCR6 antag 7, 697 NFkB inh 9, CXCR6 inh 7, EBI2 block 2, UBC13 polyUb -2, APJ antagonist -9, Gli-Sufu antag -10 and Jurkat NFkB inh 4.
Screening Cc1cnc(C(=O)OCC(=O)NC(C)C)cn1 returned CCR6 antag 7, 697 NFkB inh 9, CXCR6 inh -4, EBI2 block -3, UBC13 polyUb -5, APJ antagonist 11, Gli-Sufu antag 43 and Jurkat NFkB inh -7.
For CCCn1c2ccccc2c2nnc(SCC(=O)OC)nc21 the results were CCR6 antag 16, 697 NFkB inh 5, CXCR6 inh 10, EBI2 block 0, UBC13 polyUb 4, APJ antagonist 19, Gli-Sufu antag -5 and Jurkat NFkB inh 15.
`C[n+]1cn(Cc2ccc(C#N)cc2)c2ccccc21` gave CCR6 antag -4, 697 NFkB inh 3, CXCR6 inh 4, EBI2 block 2, UBC13 polyUb -1, APJ antagonist 2, Gli-Sufu antag 8 and Jurkat NFkB inh -4.
Screening Cc1nc2c(ccc3nc(NC(=O)C(c4ccccc4)c4ccccc4)sc32)s1 returned CCR6 antag 11, 697 NFkB inh -25, CXCR6 inh 9, EBI2 block 16, UBC13 polyUb -15, APJ antagonist -5 and Jurkat NFkB inh 8.
Screening Cn1c(N)c(C(=O)COC(=O)C23CC4CC(CC(C4)C2)C3)c(=O)n(C)c1=O returned CCR6 antag 7, 697 NFkB inh -6, CXCR6 inh 7, EBI2 block -7, UBC13 polyUb 6, APJ antagonist -13, Gli-Sufu antag -61 and Jurkat NFkB inh -2.
For O=C(O)COc1ccc(/C=N/n2cnc3scc(-c4cccs4)c3c2=O)cc1 the results were CCR6 antag 3, CXCR6 inh -7, EBI2 block 4 and Gli-Sufu antag -5.
For CCOc1ccc(Br)cc1S(=O)(=O)Nc1ccccc1N1CCOCC1 the results were CCR6 antag 11, 697 NFkB inh 8, CXCR6 inh 13, EBI2 block 9, UBC13 polyUb 2, APJ antagonist 12, Gli-Sufu antag 6 and Jurkat NFkB inh -14.
`C=CCC1(CC=C)CCCN1C(=O)C1CCC(=O)N(CCc2ccc(Cl)cc2)C1` (centres undefined) gave CCR6 antag 5, 697 NFkB inh -13, CXCR6 inh 1, EBI2 block 79*, UBC13 polyUb 7, APJ antagonist 9, Gli-Sufu antag 17 and Jurkat NFkB inh -10.

Screening results from PubChem.
